# M1 ag parental – nonselective activator or artifact in parental CHO-K1 cells; Fluo-8 calcium fluorescence; scaled to maximal ATP response, vehicle zero; activation, % at 3 µM; actives 0.48% (n = 360,000); in the data active = activation above about 15%;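 also: untransfected CHO-K1 host cells lacking M1 receptor as counterscreen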
# TAAR1 antag – human TAAR1 antagonism. Q96RJ0. actives 1.5% (n = 360,000). CHO RD-HGA16 TAAR1, Fluo-8 calcium fluorescence, antagonist. inhibition, % at 3 µM;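 active = inhibition above a per-plate cutoff, the mean inhibition of test compounds on that plate plus 3 SD, cut at about 49% in these data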;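 also: 0% = DMSO plus EC80 beta-PEA response and 100% = DMSO alone without agonist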
#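 Assay system: CHO-derived RD-HGA16 cells stably expressing human TAAR1 plus Gα16. Timing: 140 s kinetic read after compound, 140 s after agonist. Technique: kinetic Fluo-8 calcium fluorescence measurement. Measure: % inhibition of agonist calcium response.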
# CHRM1 antagonist – blocks human M1 muscarinic receptor | actives 1.3% (n = 360,000) | CHO-K1 hM1, Fluo-8 calcium fluorescence, ACh EC80 antagonist | P11229 | inhibition, % at 3 µM;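 active = percent inhibition above its own plate's cutoff, namely the mean of that plate's compound wells plus 3 SD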;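 also: peak over basal fluorescence ratio during 140 s after agonist addition; 0% = ACh EC80 plus DMSO and 100% = DMSO alone without agonist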
# Target sequence (P11229 whole entry, looked up): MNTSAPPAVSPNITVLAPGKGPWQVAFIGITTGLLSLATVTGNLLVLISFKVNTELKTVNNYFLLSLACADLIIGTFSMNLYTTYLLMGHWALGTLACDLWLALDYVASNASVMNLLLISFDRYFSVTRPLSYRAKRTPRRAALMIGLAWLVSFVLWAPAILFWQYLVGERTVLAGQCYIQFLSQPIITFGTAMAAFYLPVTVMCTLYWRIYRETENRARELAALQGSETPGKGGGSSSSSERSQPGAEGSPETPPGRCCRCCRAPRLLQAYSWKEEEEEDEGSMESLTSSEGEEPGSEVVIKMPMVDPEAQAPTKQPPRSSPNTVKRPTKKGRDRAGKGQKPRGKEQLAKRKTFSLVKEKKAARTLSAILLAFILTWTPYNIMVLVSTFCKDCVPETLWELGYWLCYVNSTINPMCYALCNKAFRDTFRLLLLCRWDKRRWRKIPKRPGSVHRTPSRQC
# M1 PAM parental – counter-screen for M1 PAMs: effect in parental CHO-K1 cells. ATP EC20, Fluo-8 calcium fluorescence; 0% at ATP EC20, 100% at ATP max. activation, % at 3 µM. actives 0.02% (n = 360,000);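 active = activation above the run cutoff, the mean activation of all test compounds plus 3 SD, cut at about 40% in these data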;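 also: peak over basal fluorescence ratio in a 140 s read after ATP addition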
# TAAR1 agonist – human TAAR1 agonism. actives 0.99% (n = 360,000). CHO RD-HGA16 TAAR1, Fluo-8 calcium fluorescence; vehicle wells 0%, saturating PEA agonist 100%. AID 624467. activation, % at 3 µM;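 active = activation above the mean activation of all test compounds in the run plus 3 SD, cut at about 38% in these data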
#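 Repeats: no replicates (n 1) | Material: CHO-derived RD-HGA16 cells with stable Gα16 and human TAAR1 | Technique: Kinetic Fluo-8 calcium fluorescence | Schedule: 17-24 h seeding, 75 min 37 °C dye, 30 min RT | Evaluation: % activation from peak over basal fluorescence ratio, DMSO-to-PEA scaled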
# CHRM1 agonist – activates human CHRM1 receptor; P11229; CHO-K1 hM1, Fluo-8 calcium fluorescence, agonist mode; 0% DMSO, 100% acetylcholine EC100; activation, % at 3 µM; actives 0.33% (n = 360,000);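 active = activation above the run's mean compound activation plus 3 SD, cut at about 16% in these data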;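 also: peak over basal fluorescence ratio within a 140 s kinetic read after compound addition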
# CHO-K1 Ca antag – M1 antagonist counterscreen hit in parental CHO-K1 cells; ATP-induced calcium, Fluo-8 fluorescence; actives 0.6% (n = 360,000); inhibition, % at 3 µM;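 active = inhibition above a per-plate cutoff, the plate's mean sample inhibition plus 3 SD, cut at about 24% in these data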;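 also: 0% = DMSO plus EC80 ATP and 100% = DMSO alone without ATP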
# OXTR potentiator – human OXTR potentiation | P30559 | CHO-OTR cells, Fluo-8 calcium fluorescence, potentiator mode; 0% = oxytocin EC15, 100% = EC100 | activation, % at 3 µM | actives 0.061% (n = 320,000);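 active = activation above that plate's cutoff, the mean activation of tested compounds plus 3 SD, cut at about 6.6% in these data, passing the limit was not always enough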;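 also: 100% uses oxytocin at 75 nM as the full agonist control; some results filed as inactive read as strong as hits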
# Target sequence (P30559 whole entry, looked up): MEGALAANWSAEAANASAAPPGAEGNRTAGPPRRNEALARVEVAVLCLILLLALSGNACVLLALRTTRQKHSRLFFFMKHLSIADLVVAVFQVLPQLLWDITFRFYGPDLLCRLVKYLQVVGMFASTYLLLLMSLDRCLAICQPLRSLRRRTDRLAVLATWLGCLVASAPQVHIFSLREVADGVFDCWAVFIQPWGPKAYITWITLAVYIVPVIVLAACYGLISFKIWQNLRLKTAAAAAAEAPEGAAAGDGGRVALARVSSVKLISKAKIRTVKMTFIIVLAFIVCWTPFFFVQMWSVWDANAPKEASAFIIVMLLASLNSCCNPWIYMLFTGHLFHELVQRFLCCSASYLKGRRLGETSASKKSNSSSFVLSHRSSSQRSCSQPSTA
#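 Replication – single well per compound, singlicate · Assay system – CHO cell line stably expressing human OTR · Timing – 6 min pre-incubation, 100 s read · Measure – normalized max/min fluorescence ratio, % activation · Doses – 3.0 µM, one dose · Detection – Fluo-8 calcium dye fluorescence · Probe or stimulus – oxytocin near EC15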
# CHO parental Ca – signal in parental CHO cells, OX1R antagonist counter-screen; AID 463079; actives 0.63% (n = 330,000); parental CHO-K1, ATP-induced calcium, Fluo-8 fluorescence; inhibition, % at 5.6 µM;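 active = inhibition above that plate's mean sample inhibition plus 3 SD, cut at about 26% in these data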;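 also: 0% = ATP-challenged DMSO wells and 100% = DMSO wells without ATP; some compounds past the cut are filed as inactive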
#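 Material: Parental CHO cells | Reagent: ATP | Compound dosing: Single nominal dose of 5.6 µM per compound | Detection: Intracellular calcium via Fluo-8 no-wash fluorescent dye | Read-out: % inhibition of ATP-induced calcium mobilization | Benchmarks: Low control ATP plus DMSO, high control DMSO only | Replicates: Singlicate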
# Starred values were filed as active, the others as inactive; · = no result given.
SMILES,M1 ag parental,TAAR1 antag,CHRM1 antagonist,M1 PAM parental,TAAR1 agonist,CHRM1 agonist,CHO-K1 Ca antag,OXTR potentiator,CHO parental Ca
CC(=O)Nc1cccc(-c2ccnc3c2CC(C)(C(=O)Nc2cccc(OC(F)(F)F)c2)O3)c1 (configuration not stated),7.2,30,3,9,3,1,-4,·,·
Cc1cccc(-n2ccnc2CN2CCN(C(C)C)C(CCO)C2)c1 (configuration not stated),12,8,-2,17,-2,-5,-4,-2,-16
Cc1ccc[n+](CC(=O)c2ccc(-c3ccccc3)cc2)c1,0.3,-1,-3,8,4,-4,-10,3,-2
CCCCSc1nc2c(c(=O)[nH]c(=O)n2C)n1CCc1ccccc1,0.4,-16,-16,27,1,-6,-5,-5,-27
Cc1nn(CC(=O)NC2CCC(C)CC2)c(=O)c(C#N)c1C (configuration not stated),0.0,-15,-7,-9,2,-2,-5,-3,-3
O=C(CN1C(=O)NC2(CCCC2)C1=O)NNC(=O)c1ccc(F)cc1,0.8,0,-10,11,2,2,-5,-6,-11
Cc1ccsc1C(=O)OCC(=O)NC1CCS(=O)(=O)C1 (configuration not stated),3.5,0,4,-9,5,-4,-2,-7,-23
O=C(COc1ccc(/C=N/NS(=O)(=O)c2ccccc2)cc1)Nc1cccc(Cl)c1,1.6,19,4,15,5,-4,-6,-8,5
CC(C)OCCCNC(=O)CN1C(=O)COc2ccc(S(=O)(=O)N3CCCCCC3)cc21,-0.4,-6,3,-4,-1,-6,1,-13,-3
O=C(c1ccc(Cl)c(S(=O)(=O)N2CCCC2)c1)N1CCN(c2ccccn2)CC1,3.3,13,2,17,4,-5,-11,-10,-12
COc1ccccc1/C=N\Nc1cc(C)nc(-n2nc(C)cc2C)n1,-0.2,16,-8,15,1,-4,-7,-7,-20
O=C(O)CCCc1nc(-c2ccccc2)no1,-0.2,6,0,-5,8,-1,16,-14,6
Cn1c(=O)n(-c2ccccc2)c(=O)c2c3c(sc21)COC(C)(C)C3,3.1,0,-4,21,6,2,-6,-4,-6
CC(=O)N1CCN(C(=O)c2cc(S(=O)(=O)N3CCN(c4ccccc4)CC3)ccc2Cl)CC1,1.9,-23,-6,9,1,-3,-11,·,·
CCCn1c(SC(C(=O)Nc2cc(C)ccc2OC)c2ccccc2)nc2ccccc2c1=O (configuration not stated),0.1,4,-14,17,-2,-7,-11,-5,-16
Cc1cccc(OCCC(=O)Nc2nnc(C)s2)c1,0.6,-27,7,24,0,-5,-21,-4,-12
Cc1ccccc1CN1C(=O)c2ccccc2Sc2ccc(C(=O)NCCCN3CCOCC3)cc21,5.6,4,-18,9,40*,-4,-2,-8,-9
CC(=O)Nc1ccc(C2=CC(=O)C[C@H](c3ccc4c(c3)OCO4)C2)cc1,1.2,6,-1,-2,8,-8,-6,-6,-14
O=C(COC(=O)c1cc([N+](=O)[O-])ccc1N1CCOCC1)c1ccc(F)cc1,0.5,11,1,-7,2,-5,-4,-5,-17
CC(C)Cc1nc(Cl)c(C#N)c2c1CCCC2,0.4,-1,-12,17,-3,-11,-7,-9,-14
COC(=O)C1=C(C)N(Cc2ccco2)C(=O)N[C@@H]1c1ccccc1,-0.4,1,6,-18,2,-2,-8,-7,-29
CCC(=O)N1CCc2cc(S(=O)(=O)CCC(=O)Nc3ccc(C)cn3)ccc21,0.0,-6,1,16,1,-5,-3,-5,-15
CC[C@@H](C)[C@H](NC(=O)Cc1c(C)c2cc3c(C)c(C)oc3c(C)c2oc1=O)C(=O)O,0.1,12,-8,-5,-1,-5,-11,-2,0
O=C(NCc1ccccc1C(F)(F)F)c1cccc2c1C(=O)c1ccc(N3CCC(N4CCCCC4)CC3)cc1S2(=O)=O,11,42,39*,15,16,2,-1,·,·
CCCCn1c(SCC(=O)c2ccc(O)cc2O)nc2cc(S(N)(=O)=O)ccc21,3.0,-11,-10,6,5,-3,1,-8,6
COc1ccc(NC(=O)c2ccc(Cl)c(S(=O)(=O)N3CCc4ccccc4C3)c2)cn1,8.6,66*,18*,21,26,3,2,-5,14
COc1ccccc1NC(=O)C(CC(=O)O)Cc1cc(C)cc(C)c1 (configuration not stated),0.4,2,-20,22,1,-1,-12,·,·
COc1cccc(-c2nc(CS(=O)(=O)CC(=O)NCCCN3CCc4ccccc4C3)c(C)o2)c1,0.2,5,-1,7,9,-6,-2,-16,-10
CCOC(=O)c1cnc2c(cnn2C)c1Oc1ccc(OC)cc1,2.3,-3,-12,10,2,-7,-22,1,-10
CC(C)c1ccc(OCC(=O)NC2CC(C)(C)NC(C)(C)C2)c(Br)c1,4.1,-11,-2,18,1,-5,-13,-7,-15
Cc1ccccc1C(=O)NC(=S)Nc1ccc(N2CCOCC2)cc1,1.3,-2,7,28,3,-1,-21,1,0
O=c1[nH]c2ccc(S(=O)(=O)Nc3ccc(Br)cc3)cc2[nH]1,0.3,0,-3,8,3,-4,-11,-2,-5
C=CCN1C(=O)NC(c2ccc(OC)cc2)(C(F)(F)F)S/C1=C(\C#N)c1nnc(N2CCOCC2)n1-c1ccccc1 (configuration not stated),2.9,13,-8,25,9,19*,-10,-2,-16
CCOc1ccccc1CNC(=O)CN1C(=O)CSc2ccc(S(=O)(=O)N3CCOCC3)cc21,1.6,-4,-2,18,2,-13,-15,-6,-12
C=CCOc1ccc2nnc(C)n2n1,0.6,6,11,-3,4,-1,-13,-2,-4
COc1ccc(/C=N/NC(=O)CCn2cnc(-c3ccccc3)c2-c2ccccc2)cc1OC,0.4,6,-2,23,7,-4,-10,-7,-24
Cc1cc(C)cc(C(=O)NCC(=O)OCC(=O)N(C)c2ccccc2)c1,0.9,-19,11,-4,-1,-3,-4,-8,0
O=C(O)C(CCC(C(=O)O)c1ccccc1)c1ccccc1 (configuration not stated),0.3,-22,-3,14,1,-1,-12,·,·
Cc1cccc(S(=O)Cc2ccc(C(=O)NC3CCN(Cc4ccccc4)CC3)o2)c1 (configuration not stated),0.6,-28,6,21,8,-5,-14,-3,-10
Cc1ccc(C(=O)NC2CCN(C(=O)NCc3ccccc3)CC2)cc1,-0.1,-3,-2,-3,-4,-3,-3,2,-10

# Some entries already given with just CHRM1 agonist and M1 ag parental.
smiles | CHRM1 agonist | M1 ag parental
C=CCN1C(=O)NC(c2ccc(OC)cc2)(C(F)(F)F)S/C1=C(\C#N)c1nnc(N2CCOCC2)n1-c1ccccc1 (configuration not stated) | 19* | 2.9
CCOc1ccccc1CNC(=O)CN1C(=O)CSc2ccc(S(=O)(=O)N3CCOCC3)cc21 | -13 | 1.6
C=CCOc1ccc2nnc(C)n2n1 | -1 | 0.6
COc1ccc(/C=N/NC(=O)CCn2cnc(-c3ccccc3)c2-c2ccccc2)cc1OC | -4 | 0.4
Cc1cc(C)cc(C(=O)NCC(=O)OCC(=O)N(C)c2ccccc2)c1 | -3 | 0.9
O=C(O)C(CCC(C(=O)O)c1ccccc1)c1ccccc1 (configuration not stated) | -1 | 0.3

# Next part.
SMILES,M1 ag parental,TAAR1 antag,CHRM1 antagonist,M1 PAM parental,TAAR1 agonist,CHRM1 agonist,CHO-K1 Ca antag,OXTR potentiator,CHO parental Ca
O=C(NNS(=O)(=O)c1ccccc1)C1CCN(S(=O)(=O)c2ccc(Cl)cc2)CC1,0.6,3,-2,10,2,-4,4,-7,-12
CCCC(C)C(=O)NCc1ccncc1 (configuration not stated),1.2,-4,-7,8,4,-6,-10,-8,1
Cc1cnc(C(=O)NCc2ccc(Cl)cc2Cl)cn1,-0.1,-1,-5,6,-1,-4,-11,-23,-10
CC(C(=O)OCC(=O)c1ccc(Br)cc1)N1C(=O)C2C3CCC(C3)C2C1=O (configuration not stated),4.3,2,6,-26,10,-2,2,-7,-12
Nc1ccccc1-c1nnn(CC(=O)N2CCCc3ccccc32)n1,2.7,12,-7,19,7,-2,-23,-13,-4
O=C1Nc2ccc(S(=O)(=O)N3CCOCC3)c3cccc1c23,0.5,17,-15,15,5,-4,-10,-2,-2
C=CCSc1nc(-c2ccccc2)c(C#N)c(=O)[nH]1,0.7,6,-10,12,13,-1,-22,-2,-6
CC1(C)CC(=O)C2=C(C1)N(Cc1cccnc1)C(=O)C2(NC(=O)C1CC1)C(F)(F)F (configuration not stated),-0.6,17,0,-8,4,-2,16,2,-10
COc1ccc(CNC(=O)Nc2ccc(OC)cc2)cc1,1.2,-12,-2,15,7,-3,-10,-3,-2
CCN(CC)C(=O)Cn1cnc2sc(C(=O)N3CCN(c4ccc(OC)cc4)CC3)c(C)c2c1=O,1.2,-6,-10,6,8,-1,-13,-7,-12
Cc1ccc(C(=O)N2CCN(c3cccc(C)c3C)CC2)o1,0.1,-13,-7,9,-1,-4,-7,-12,-9
CCOC1=C/C(=C/c2c(N)n3nc(S(=O)(=O)CC)sc3nc2=O)C=CC1=O,0.9,14,18,-17,16,2,14,-4,-1
O=c1[nH]c(-c2ccccc2)nc(-c2ccccc2)c1Cl,2.4,-21,-14,-1,0,-2,-4,-7,-6
Cc1ccc(C(=O)Nc2ccncc2)cc1S(=O)(=O)N1CCCCC1,3.2,11,4,1,4,-3,3,·,·
CCN(CC)C(=O)CSc1nc2cc3c(cc2c(=O)n1CCCC(=O)NCc1ccc(OC)cc1)OCO3,-0.1,-12,-1,10,-1,-2,11,0,-23
CCOc1cc(CNCCO)cc(Br)c1OCc1ccc(Cl)cc1,1.4,27,-3,7,40*,0,-3,-21,1
COc1ccc(CN2CCNC(=O)C2CC(=O)NCCSc2nccn2C)c(OC)c1 (configuration not stated),-0.1,-33,5,5,2,-6,-11,2,-5
Cc1nc2ccc(NC(=O)c3ccc4ccccc4n3)cc2s1,0.2,7,9,-12,0,-2,8,-3,-17
Cc1nn(C(=O)/C(C#N)=C/N(C)C)c(C)c1C,0.8,17,-10,12,5,-1,-8,-1,-5
O=[N+]([O-])c1cccc(-n2cccc2/C=N/Nc2nc(N3CCCCC3)nc(N3CCCCC3)n2)c1,0.1,3,-6,-8,1,-14,10,-19,-12
Oc1ccc(-c2nc3ccccc3nc2-c2ccccc2)cc1,1.4,3,-4,-7,-1,-2,-12,5,-17
O=C(O)Cn1c(-c2ccccc2)nc2ccccc21,0.2,14,-9,7,2,-1,13,-3,11
CC(=O)N1N=C(c2cccs2)CC1c1cccc([N+](=O)[O-])c1 (configuration not stated),0.3,10,-11,14,1,-3,-19,-13,-22

# Compound profiles, as listed above. Values in the order: M1 ag parental | TAAR1 antag | CHRM1 antagonist | M1 PAM parental | TAAR1 agonist | CHRM1 agonist | CHO-K1 Ca antag | OXTR potentiator | CHO parental Ca
# Entry for Cc1ccc(C(=O)Nc2ccncc2)cc1S(=O)(=O)N1CCCCC1 → 3.2 | 11 | 4 | 1 | 4 | -3 | 3 | · | ·
# Entry for CCOC1=C/C(=C/c2c(N)n3nc(S(=O)(=O)CC)sc3nc2=O)C=CC1=O → 0.9 | 14 | 18 | -17 | 16 | 2 | 14 | -4 | -1

# High-throughput results from PubChem.
